Screening data deposited in PubChem BioAssay by PCMD.
FXIIa inh mix = human factor XIIa inhibitors, primary screen, biochemical, pooled compound mixtures, fluorogenic substrate | purified FXIIa | inhibition, % at 5 µM | 62,000 compounds, 0.2% hits | AID 684, 2007;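 also: 0% = enzyme without compound and 100% = no enzyme blank; some results filed as inactive read as strong as hits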
Cathepsin G inh = human cathepsin G inhibitors, primary screen, biochemical, pooled compound mixtures, AMC fluorescence | purified enzyme, AMC-tetrapeptide fluorescence | P08311 | inhibition, % at 5 µM (by protocol) | 62,000 compounds, 0.2% hits | AID 581, 2007;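 active = inhibition above 20% in each of the two mixture wells holding the compound; inactive = inhibition of 20% or less in either well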;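 also: 0% = enzyme control without mixture and 100% = blank lacking enzyme; strong numbers were not always called active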
Target sequence (P08311 21-244 limits assumed): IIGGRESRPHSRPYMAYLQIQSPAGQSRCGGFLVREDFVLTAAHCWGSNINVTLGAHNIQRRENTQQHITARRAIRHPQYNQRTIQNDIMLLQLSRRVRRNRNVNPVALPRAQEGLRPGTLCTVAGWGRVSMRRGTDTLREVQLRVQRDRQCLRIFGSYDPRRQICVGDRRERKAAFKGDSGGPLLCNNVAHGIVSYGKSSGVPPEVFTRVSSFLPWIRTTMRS
FXIa inh mix = FXIa protease inhibitors in compound pools, primary screen, biochemical, 10-compound mixtures; Coagulation factor XI (Homo sapiens), P03951; purified FXIa, fluorogenic substrate, pooled mixtures; inhibition, % at 5 µM; 62,000 compounds, 0.19% hits; AID 680, 2007;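 also: each value is inhibition by a whole ten-compound pool holding the compound; 0% = enzyme with no mixture and 100% = wells lacking enzyme; strong numbers were not always called active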
C1s block = complement C1s protease inhibitors, primary screen, biochemical, 10-compound mixtures; 62,000 compounds, 0.16% hits; purified C1s, fluorogenic AMC substrate, pooled mixtures; mean inhibition % of two 10-compound mixtures (active compounds read high), % at 5 µM (by protocol);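 active = inhibition above 20% in each of the two 10-compound mixture wells holding the compound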;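 also: 0% = enzyme wells lacking compound mixture and 100% = no-enzyme blank wells; some compounds called inactive have numbers as strong as hits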
CatL block = inhibitors of human cathepsin L, biochemical | purified cathepsin L, fluorogenic substrate, fluorescence | inhibition, %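 (tested at 10 µM)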 | 58,000 compounds, 0.17% hits | AID 460, 2006; in the data active = inhibition above about 45%;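 also: 0% = enzyme with no compound and 100% = no enzyme blank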
Target sequence (P07711 114-288 limits assumed): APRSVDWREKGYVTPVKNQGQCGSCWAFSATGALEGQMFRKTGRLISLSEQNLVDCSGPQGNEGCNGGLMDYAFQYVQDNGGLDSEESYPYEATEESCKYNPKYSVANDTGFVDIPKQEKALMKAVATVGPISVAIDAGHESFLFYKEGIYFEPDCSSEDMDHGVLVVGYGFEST
Target sequence (P07711 292-333 limits assumed): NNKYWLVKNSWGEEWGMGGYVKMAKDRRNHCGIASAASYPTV
CatB mixtures = cathepsin B inhibitors from pooled compounds, primary screen, biochemical, compound mixtures, AMC fluorescence. Purified cathepsin B, AMC dipeptide fluorescence. 62,000 compounds, 0.06% hits. AID 488, 2006. P07858. inhibition, %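 (ten-compound pools at 5 µM per compound and 50 µM total)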; in the data active = inhibition above about 22%, passing the limit was not always enough;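 also: 0% = enzyme without compound and 100% = no enzyme blank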
CatB block = human cathepsin B inhibitors, primary screen, biochemical, fluorogenic substrate. P07858. purified cathepsin B, fluorescence. inhibition, %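 (tested at 10 µM)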. 63,000 compounds, 0.1% hits. AID 453, 2006; in the data active = inhibition above about 21%;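 also: 0% = enzyme with no compound and 100% = no enzyme blank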
CatS block = inhibitors of human cathepsin S, biochemical, compound mixtures | P25774 | recombinant cathepsin S, AMC dipeptide fluorescence, pooled mixtures | 62,000 compounds, 0.06% hits | inhibition, %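 (tested at 5 µM per compound within 10-compound mixtures)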 | AID 501, 2006; in the data active = inhibition above about 32%, passing the limit was not always enough;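 also: 0% = enzyme without compound and 100% = blank without enzyme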
Target sequence (P25774 115-331 limits assumed): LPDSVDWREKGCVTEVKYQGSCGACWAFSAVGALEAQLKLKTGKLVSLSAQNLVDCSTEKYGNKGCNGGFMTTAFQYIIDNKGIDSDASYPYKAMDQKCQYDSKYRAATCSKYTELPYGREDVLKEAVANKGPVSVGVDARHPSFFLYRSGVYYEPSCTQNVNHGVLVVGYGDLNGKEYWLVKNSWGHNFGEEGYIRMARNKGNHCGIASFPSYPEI
AP complement = alternative complement pathway inhibitors, primary screen, biochemical, ELISA, human serum, orthogonally pooled compounds; LPS-coated ELISA, C3 deposition; tested in compound mixtures; inhibition, % at 5 µM; 62,000 compounds, 0.08% hits; AID 1235, 2008;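 active = inhibition above 30% in each of the two pooled mixtures holding the compound, so the lower value exceeds 30%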;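 also: 0% = serum in Mg-EGTA without compound and 100% = EDTA serum blank; some compounds past the cut are filed as inactive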
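Assay system: human serum alternative complement pathway, C3 deposition on LPS-coated wells; Dosing: 5 µM per compound in ten-compound mixtures; Detection: Anti-C3 ELISA, OD 450 nm; Buffer or medium: Mg2+-EGTA GVB++ buffer containing human serum at 1:15 dilution; Timing: 1 h at 37 °C; Replication: two different pools per compound.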
* marks the source's active call; other numbers are inactive results; · = no result given. Rule as the data show it, unless noted: active = inhibition above about 20% (passing the limit was not always enough); inactive = the rest. These rows are one share of the data, so the mix of outcomes need not match the whole.

C1s block	AP complement	Cathepsin G inh	CatB mixtures	FXIa inh mix	CatS block	FXIIa inh mix	CatB block	CatL block	structure
-8	4	-1	1	4	1	6	2	-2	O=C(Nc1cccc(F)c1)c1cc(S(=O)(=O)N2CCC(C(=O)O)CC2)ccc1F
12	20	8	8	4	3	-5	1	5	CCN1CCCC1CNC(=O)c1ccc(N2CCCC2=O)cc1 (centres undefined)
12	22	9	-1	5	-9	12	-1	-4	CCOc1cc(C(=O)Nc2cc(C)on2)cc(OCC)c1OCC
2	7	9	4	-3	2	5	4	15	CCC(=O)Nc1cc(-c2nnc(OC)c3ccccc23)ccc1N1CCOCC1
-8	-6	10	3	-4	-5	2	-1	15	Cc1nnc(SCC2=C(C(=O)O)N3C(=O)[C@@H](NC(=O)Cn4cnnn4)[C@H]3SC2)s1
12	13	8	5	7	-5	8	0	5	CC1Cc2ccccc2N1C(=O)CSc1nc2ccccc2n1CC(=O)N1CCOCC1 (centres undefined)
-28	14	-23	-6	-25	-19	1	-5	7	Cc1ccc(Cn2c(=N)n(CC(O)c3ccco3)c3ccccc32)cc1 (centres undefined)
-14	9	-1	-3	7	8	0	2	14	CCC(Sc1nc2cc(OC)c(OC)cc2c2nc(C)nn12)C(=O)NCc1ccco1 (centres undefined)
45	4	12	4	3	11	9	14	9	CN1CCN(Cc2nc3c(c(=O)n(C)c(=O)n3C)n2CCc2ccccc2)CC1
-82	2	-8	-10	-27	-10	5	3	9	Nc1nc(Nc2ccccc2)nc2ccccc12
6	16	-2	5	8	-21	7	-2	-1	CCN1CCN(c2c(Cl)cccc2NC(=O)c2ccc3c(c2)OCCO3)CC1
-20	17	3	0	0	-6	9	3	3	COC(=O)C(Cc1cncn1COCc1ccccc1)NC(=O)OC(C)(C)C (centres undefined)
15	20	4	31	27	20	8	-1	11	Cn1cccc1Cc1nnc(SCC(N)=O)n1CCc1ccccc1
7	13	-3	8	11	18	-4	0	5	CSC1=C(C#N)C(c2ccc(Cl)cc2)C2=C(CC(C)(C)CC2=O)N1 (centres undefined)
-2	14	2	0	10	5	3	4	9	COc1ccccc1N1C(N)=NC(N)=NC1(C)C
-19	4	-1	-3	-10	0	-5	0	8	Cn1c(=O)c2c(n(C)c1=O)=NC1(CCCCC1)N=2
-31	6	5	1	0	0	-3	2	7	O=C(NCC1CCCO1)c1cc2n(n1)C(C(F)(F)F)CC(c1ccc(F)cc1)N2 (centres undefined)
-72	4	-3	4	11	5	-2	-4	16	Cc1nc(C)c(C(=O)C2=C(O)C(=O)N(CCN3CCOCC3)C2c2cccs2)s1 (centres undefined)
7	17	2	8	5	-2	-12	-10	-7	COC(=O)Nc1nc(C)c(C(=O)N(C)C)s1
10	7	11	7	4	5	10	4	17	Cc1nnc(N2C(=O)c3oc4ccccc4c(=O)c3C2c2ccco2)s1 (centres undefined)
3	23	6	1	5	-4	1	2	0	CCOc1ccc(N2C(=O)CC(Sc3ncccn3)C2=O)cc1 (centres undefined)
14	-13	17	-1	4	6	6	1	16	CCCOc1ccccc1C(=O)N(Cc1cccs1)C1CCS(=O)(=O)C1 (centres undefined)
17	-3	14	1	1	1	-6	3	·	Cc1ccc(NC(=O)CCn2cnc3ccccc3c2=O)cc1Cl
9	7	7	1	3	-2	5	-2	-6	COCc1cc(C)nc(Nc2ccc(C)c(C)c2)c1C#N
-30	18	2	4	3	-5	8	-5	2	CCC(Sc1nncn1C)C(=O)Nc1ccccc1OC (centres undefined)
-10	17	-2	-4	3	-5	1	-2	-8	CCc1ccc(NC(=O)N(C2CCC(C)CC2)C2CCN(C(C)=O)CC2)cc1 (centres undefined)
1	14	-1	3	8	-9	5	-4	-6	Cc1ccc(N2C(=O)c3n[nH]c(C)c3C2c2ccccn2)cc1 (centres undefined)
9	15	11	3	2	-13	10	2	-1	COc1cccc(-n2nnc3c(=O)n(CC(=O)N4CCC(Cc5ccccc5)CC4)cnc32)c1
-26	-5	-2	6	5	8	3	7	5	CC12CC(NC(=O)N1CCc1ccccc1)c1ccccc1O2 (centres undefined)
-1	11	9	3	5	6	-15	6	10	CC1=Nc2ncnn2C(c2ccccc2)/C1=N\O (centres undefined)
-11	4	-5	-1	6	-6	0	·	·	Cc1nc(NC(=O)CSc2nnnn2Cc2ccccc2)sc1C
-6	8	-5	4	3	2	-13	0	2	CN1/C(=C\C(=O)c2ccco2)c2ccccc2CC1(C)C
-14	13	-4	0	3	8	5	0	9	CCN(CC)C(=O)c1cc2sc3ccccc3c2s1
-7	0	-2	2	3	6	-17	5	2	O=C1CC(N2CCCN(C3CC(=O)N(c4ccc(F)cc4)C3=O)CC2)C(=O)N1c1ccc(F)cc1 (centres undefined)
9	4	11	5	4	6	12	-1	-10	CCOC(=O)C(C#N)C(c1cccnc1)c1c(C)[nH][nH]c1=O (centres undefined)
-40	14	-2	-3	3	-12	6	-1	-2	CN(Cc1nc(-c2cccnc2)no1)S(=O)(=O)c1ccc(Br)cc1
2	13	0	4	3	-3	-10	-3	-6	CS(=O)(=O)N(CC(=O)O)c1cc(Cl)cc(Cl)c1
-31	9	-2	2	7	17	5	-4	2	CCOC(=O)N1CCN(C(=O)c2ccc3nc(N4CCC(C)CC4)sc3c2)CC1
2	-1	3	1	-3	-2	-3	-6	5	CCOc1ccc(CCNC(=O)CN2CCN(Cc3ccc(F)cc3)C2=O)cc1OCC
8	2	8	4	16	-1	-4	0	12	CC(O)c1c(OCc2ccccc2)ncnc1OCc1ccccc1 (centres undefined)
-2	12	0	-6	9	-1	3	-2	21	CC(C(=O)O)c1cccc(C(=O)c2ccccc2)c1 (centres undefined)
-19	-18	-13	3	4	·	3	4	26	CCOC(=O)N1CCN(c2cc(=O)n(-c3ccccc3Cl)c(=O)[nH]2)CC1
-14	7	-1	9	4	15	4	6	-2	CCOC(=O)C1=C(C)NC2=C(C(=O)CC(C)(C)C2)C1c1ccc(N(C)C)cc1 (centres undefined)
2	11	-2	0	10	1	-4	0	·	CCOC(=O)CN1CC23C=CC(O2)C(C(=O)NCCc2ccccc2)C3C1=O (centres undefined)
-2	-8	-7	3	4	13	-18	9	2	COC(=O)c1sc(N)c(C(=O)OC)c1COC(=O)c1c(C)noc1C
-34	-7	-27	-15	-38	-16	-8	-1	17	CC(C)(C)OC(=O)N1CCC(C(=O)O)CC1
-2	-4	-4	1	3	-2	-7	4	2	Nc1nnc(SCc2ccc3c(c2)OCO3)s1
-23	12	-1	-5	5	-14	-2	0	-4	O=C1OC2(c3ccccc3)C3CCCC2C13
-49	22	-7	0	-5	0	2	-1	·	CCOC(=O)CCc1c(C)nc2cc(-c3ccccc3OC)[nH]n2c1=O
-103	25	-8	-6	-19	-20	-2	-2	-8	COC(=O)CSC1=C(C#N)C(c2ccccc2F)CC(=O)N1 (centres undefined)
0	-11	8	-2	-4	1	-13	-1	22	O=C(CN1C(=O)CCC1=O)Nc1nc(-c2cccs2)cs1
1	7	0	-1	4	2	7	1	9	COC(=O)c1ccsc1NC(=O)CN1CCN(c2ccc(F)cc2)CC1
1	1	0	1	0	13	10	11	24	CCOC(=O)N1CCC(N2C(=O)c3ccc(C(=O)Nc4ccc(F)cc4F)cc3C2=O)CC1
-4	-15	-4	1	1	6	1	1	25	O=C(NCc1ccco1)C(c1ccco1)N(CCc1ccccc1)C(=O)Cn1nnc2ccccc21 (centres undefined)
-16	4	1	-2	7	16	9	-1	3	COc1ccccc1NC(=O)C(C)Sc1nnnn1C (centres undefined)
-33	13	4	-1	-3	-17	1	2	4	c1ccc2c(Cn3nnc4ccccc43)cccc2c1

4 entries from above, ordered by the number in CatS block, high to low.
C1s block	AP complement	Cathepsin G inh	CatB mixtures	FXIa inh mix	CatS block	FXIIa inh mix	CatB block	CatL block	structure
-16	4	1	-2	7	16	9	-1	3	COc1ccccc1NC(=O)C(C)Sc1nnnn1C (centres undefined)
1	1	0	1	0	13	10	11	24	CCOC(=O)N1CCC(N2C(=O)c3ccc(C(=O)Nc4ccc(F)cc4F)cc3C2=O)CC1
1	7	0	-1	4	2	7	1	9	COC(=O)c1ccsc1NC(=O)CN1CCN(c2ccc(F)cc2)CC1
-33	13	4	-1	-3	-17	1	2	4	c1ccc2c(Cn3nnc4ccccc43)cccc2c1

(further entries)
C1s block	AP complement	Cathepsin G inh	CatB mixtures	FXIa inh mix	CatS block	FXIIa inh mix	CatB block	CatL block	structure
-7	15	-1	-1	3	6	3	-1	1	CCN1CCc2c(sc(NC(=O)c3ccc(S(=O)(=O)N4CCOCC4)cc3)c2C(N)=O)C1
3	16	8	4	0	-3	6	4	0	COc1cc(C(=O)N2CCC(C(=O)Nc3cccc(C(C)=O)c3)CC2)cc(OC)c1OC
9	11	12	4	1	-5	17	·	15	O=C(CSc1nc(O)cc(=O)n1-c1ccccc1)N1CCCCC1
1	17	7	3	0	-2	3	7	-5	CC1(C)Cc2c(sc3nc(-c4cccs4)n(N)c(=O)c23)CO1
4	12	0	5	9	0	5	0	4	O=C(O)COc1ccc(-c2nnn(CC(=O)O)n2)cc1
13	4	10	-1	4	0	1	1	8	COc1ccc(N/C(N)=N/c2nc(CSc3ccc(C)cc3)cc(=O)[nH]2)cc1
2	6	8	3	0	1	3	-3	·	Cc1ccc(S(=O)(=O)c2c(N)n(CCN3CCOCC3)c3nc4ccccc4nc23)cc1C
13	6	13	4	11	11	3	5	23	Cc1ccc(S(=O)(=O)N2CCCC(C(=O)NCc3cccnc3)C2)cc1Cl (centres undefined)
4	14	0	9	9	6	10	0	21	O=C(COc1ccc(Br)cc1CO)Nc1ccccc1F
3	12	11	0	11	2	1	1	·	O=C(c1cccc(F)c1)N1CCN=C1SCc1cccnc1
5	5	8	3	4	1	11	0	8	O=C(COC(=O)C1COc2ccccc2O1)Nc1ccc2c(c1)CCC2 (centres undefined)
-56	21	-7	3	-2	2	-21	-6	18	O=C(CCC(=O)c1cccs1)Nc1ccccc1F
-51	13	1	-2	-9	-8	-1	0	-2	Cc1cc2ncn(C3CC(=O)N(Cc4ccc(N5CCCC5=O)cc4)C3=O)c2cc1C (centres undefined)
-3	16	-1	3	3	-7	12	-2	7	COc1ccc(N2CSC3=C(C#N)C(c4cccc(OC)c4OC)CC(=O)N3C2)cc1 (centres undefined)
-48	22	-6	1	-3	-2	9	-5	3	O=C(Cn1cc(C(=O)c2cccs2)c2ccccc21)NCC1CCCO1 (centres undefined)
15	9	8	0	5	-7	-1	2	4	CC(=O)N1CN(Cc2ccccn2)Cc2c1sc1c2CCCC1
13	6	9	3	3	-5	3	2	1	COc1cc(C(c2sc3nc(C)nn3c2O)N2CC(C)CC(C)C2)cc(OC)c1OC (centres undefined)
16	8	9	5	4	-3	0	3	4	CC(NC(=O)Cc1cccs1)c1ccc2c(c1)OCO2 (centres undefined)
-3	11	8	4	-1	-5	2	1	·	O=C1CCN2C=Nc3cccc4ccc1c2c34
-1	8	-3	-2	-10	-13	-20	2	-1	Cc1ccc(OCc2nnc(SCC(=O)N3CCOCC3)n2C)cc1
-3	16	-2	1	11	-5	2	7	·	CCn1c(SCC(=O)Nc2oc(-c3ccccc3)c(-c3ccccc3)c2C#N)nnc1-c1ccco1
